EBNA-1 inhibitor = EBNA-1 DNA-binding inhibitors, primary screen, biochemical, fluorescence polarization; inhibition, % at 14.8 µM; 300,000 compounds, 0.34% hits; AID 1950, 2009; in the data active means inhibition above about 28%
MCL1 BIM primary = inhibitors of MCL1 binding to BIM-BH3, primary screen, biochemical, fluorescence polarization; GST-MCL1 / FITC-Bim-BH3 fluorescence polarization; inhibition, % at 10.9 µM; 320,000 compounds, 0.68% hits;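 active means inhibition above the mean inhibition of all tested compounds plus 3 SD, set per campaign, cut at about 40% in these data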;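 further: 0% = DMSO wells and 100% = unlabeled Bim-BH3 peptide control; higher means more loss of mP so more displacement of Bim peptide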
CR mimetic SO = reduction of superoxide in aged yeast, primary screen, HTS. S. cerevisiae aged cells, superoxide DHE fluorescence; active compounds read low. superoxide response (% of plate mean), % at 10 µM. 330,000 compounds, 0.18% hits. AID 2690, 2010;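 active means superoxide response under a set limit, about three screen SD below normal, cut at about 65% in these data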;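 further: yeast aged for seven days with compound at 30 °C before DHE staining; 100% = average MFI of all compound-treated wells on the plate with controls excluded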
BCLXL inh = inhibitors of human Bcl-xL, primary screen, biochemical, fluorescence polarization, HTS. Bcl-2-like protein 1 (Homo sapiens), Q07817. GST-Bcl-xL / FITC-Bim BH3 peptide fluorescence polarization. inhibition, % at 10.9 µM. 320,000 compounds, 0.7% hits. AID 2129, 2009;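 active means inhibition above the mean of all tested compounds plus 3 SD, cutoff set per campaign, cut at about 30% in these data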;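 further: 0% = DMSO wells and 100% = unlabeled Bim-BH3 peptide competitor; inhibitors lower millipolarization by displacing the labeled peptide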
Target sequence (Q07817 whole entry, looked up): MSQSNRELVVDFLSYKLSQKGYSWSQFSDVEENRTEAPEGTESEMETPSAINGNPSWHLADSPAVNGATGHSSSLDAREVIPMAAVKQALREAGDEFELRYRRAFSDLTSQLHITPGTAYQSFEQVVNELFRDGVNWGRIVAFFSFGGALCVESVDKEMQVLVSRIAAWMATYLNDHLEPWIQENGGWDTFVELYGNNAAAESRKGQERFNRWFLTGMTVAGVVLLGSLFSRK
MEX-5 binding = MEX-5 zinc finger RNA-binding disruptors – biochemical, C. elegans, fluorescence polarization, MLPCN library, primary screen. Zinc finger protein mex-5 (Caenorhabditis elegans), Q9XUB2. MEX-5/FITC-TCR2 RNA binding; active compounds read low. activity score (negative = inhibition of binding), % at 10 µM. 300,000 compounds, 0.38% hits. AID 1832, 2009;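 active means inhibition past about -25% in most replicates, and total fluorescence under double the plate's negative control median, limit read from the data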;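 further: 0% = DMSO and -100% = 5 µM competing unlabeled TCR2 RNA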
GLD-1 RNA inh = GLD-1/TGE RNA complex disruptors, primary screen, biochemical, fluorescence polarization | Female germline-specific tumor suppressor gld-1 (Caenorhabditis elegans), Q17339 | purified GLD-1 + fluorescein TGE RNA | inhibition, % at 5.96 µM | 320,000 compounds, 0.44% hits;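 active means percent inhibition above a per-plate cutoff, the plate mean of test compounds plus 3 SD, cut at about 30% in these data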;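 further: 0% = DMSO wells with GLD-1 and probe and 100% = wells lacking GLD-1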
Target sequence (Q17339 whole entry, looked up): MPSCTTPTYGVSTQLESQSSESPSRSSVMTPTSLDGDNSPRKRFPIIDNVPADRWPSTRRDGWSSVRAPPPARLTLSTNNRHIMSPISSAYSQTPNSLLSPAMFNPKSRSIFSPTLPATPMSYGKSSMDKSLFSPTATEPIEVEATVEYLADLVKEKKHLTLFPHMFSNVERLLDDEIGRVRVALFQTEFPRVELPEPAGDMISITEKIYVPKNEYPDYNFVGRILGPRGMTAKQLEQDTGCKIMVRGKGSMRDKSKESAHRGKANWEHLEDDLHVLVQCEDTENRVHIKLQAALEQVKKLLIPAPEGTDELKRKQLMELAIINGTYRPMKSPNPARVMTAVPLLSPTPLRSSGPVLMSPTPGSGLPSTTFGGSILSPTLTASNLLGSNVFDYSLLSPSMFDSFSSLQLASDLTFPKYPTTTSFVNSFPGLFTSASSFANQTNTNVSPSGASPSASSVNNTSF
Efflux pump mplx = inhibitors of Candida efflux pumps in yeast, primary screen, S. cerevisiae, Nile Red, multiplex. S. cerevisiae Candida pump triplex. inhibition, % at 10 µM. 330,000 compounds, 0.44% hits. AID 485275, 2010;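 active means plate passing quality check with inhibition over a set limit, or well fluorescence over plate mean plus 4 SD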;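 further: Nile Red retained in pooled yeast measured as flow cytometry median fluorescence; 0% = buffer negative control and 100% = Enniatin B positive control; higher means more Nile Red kept so more efflux inhibition; some compounds called inactive have numbers as strong as hits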
Fam108B counter = mouse Fam108B serine hydrolase inhibitors, primary screen, counter-screen for RBBP9 inhibitor project, biochemical, fluorescence polarization | AID 1947, 2009 | 300,000 compounds, 0.33% hits | recombinant Fam108B, FP-Rh probe fluorescence polarization | inhibition, % at 9.51 µM;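 active means inhibition above the screen mean inhibition plus 3 SD, computed separately per campaign, cut at about 18% in these data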;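 further: inhibitors lower polarization as less probe binds the enzyme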
ZTA DNA inh = counter-screen for EBNA-1 inhibitors: inhibitors of Epstein-Barr virus ZTA; 320,000 compounds, 0.15% hits; inhibition, % at 11 µM; ZTA-DNA binding, fluorescence polarization; AID 2234; in the data active means inhibition above about 33%
Target sequence (P03206 whole entry, looked up): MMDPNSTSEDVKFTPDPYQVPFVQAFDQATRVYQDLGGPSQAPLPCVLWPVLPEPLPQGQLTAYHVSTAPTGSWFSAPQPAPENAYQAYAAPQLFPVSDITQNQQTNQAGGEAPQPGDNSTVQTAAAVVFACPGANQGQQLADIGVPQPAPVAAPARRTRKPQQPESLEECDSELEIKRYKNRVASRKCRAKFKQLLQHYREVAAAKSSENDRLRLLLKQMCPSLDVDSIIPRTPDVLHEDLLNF
* = called active by the depositor; . = no result given. Not a hit list; overall some 2.3% were active at least once.

Each structure is followed by: EBNA-1 inhibitor	MCL1 BIM primary	CR mimetic SO	BCLXL inh	MEX-5 binding	GLD-1 RNA inh	Efflux pump mplx	Fam108B counter	ZTA DNA inh
> C/C(=N\NC(=O)c1ccco1)c1ccc(-c2ccccc2)cc1
→ 5	0	88	0	2.8	3	0.3	2	15
> COc1ccc(C)cc1NC(=O)CCS(=O)(=O)c1ccc2c(c1)oc(=O)n2C
→ -2	-2	83	2	0.0	-3	0.0	1	-9
> COc1ccc(-c2cc(-c3ccccc3)no2)cc1
→ -1	-6	106	-7	-0.3	-7	0.3	1	-3
> N#Cc1cc([N+](=O)[O-])ccc1NCCCn1ccnc1
→ 14	3	93	1	-2.5	1	-0.3	0	-2
> CNc1nc(OCC(F)(F)F)nc(N2CCOCC2)n1
→ -3	-10	95	-4	1.3	3	0.1	-4	-3
> Cc1cccc(N2C(=O)C3CCC(c4ccccc4)CC3C2=O)c1 (stereo not drawn)
→ 10	6	113	4	1.1	-3	0.3	0	-21
> COc1ccc(OC)c(C2CC(=O)C(C)C(c3cc(OC)ccc3OC)N2)c1 (stereo not drawn)
→ -1	1	102	5	0.6	10	0.0	-1	7
> COc1ccccc1C(=O)NC(=O)COC(=O)c1nc2nc(C)cc(C)n2n1
→ 14	-2	89	-1	-1.7	5	-0.1	4	-19
> CCOc1ccc(CCNC(=O)CN2C(=O)NC(CCSC)C2=O)cc1OCC (stereo not drawn)
→ 0	-15	133	-8	-0.7	-7	0.6	0	-5
> COCCn1nc2cc(C(=O)NCc3cc(C(F)(F)F)cc(C(F)(F)F)c3)ccc2c1OC
→ -4	4	110	3	0.1	1	0.1	8	-2
> CC1=C(C(=O)OC(C)C)C2(O)C(=O)c3ccccc3C2(O)N1 (stereo not drawn)
→ 10	2	98	2	3.5	4	-0.1	0	-6
> CCC(=O)Nc1ccc(S(=O)(=O)Nc2cc(C)on2)cc1
→ 6	-9	86	0	-2.2	2	-0.4	-2	-7
> O=C(CSc1nc(-c2ccc(Cl)cc2)cs1)Nc1cccc([N+](=O)[O-])c1
→ 6	7	80	7	2.1	13	0.1	-30	7
> Cc1ccc2oc(-c3ccccc3C(=O)O)cc(=O)c2c1
→ 7	-2	116	0	0.1	-2	-0.1	5	1
> CC(C)(O)CC[C@H](OC(=O)c1ccccc1)[C@](C)(O)[C@H]1CC[C@@]2(O)C3=CC(=O)[C@@H]4C[C@@H](O)[C@H](O)C[C@]4(C)C3CC[C@]12C (stereo partly drawn)
→ 4	-3	98	1	2.8	-2	0.2	3	-7
> CSc1ccc(CN(C)C(=O)CSCC(=O)Nc2ccc(C)cc2)cc1
→ -4	-1	102	2	0.1	1	0.0	-3	14
> O=C(N/N=C/c1ccsc1)c1ccccn1
→ 4	-2	108	0	-0.4	-1	-0.2	1	-2
> CC(=O)OCCNC(=O)Cn1cnc2c1c(=O)n(C)c(=O)n2C
→ 6	4	97	2	-2.5	-4	0.1	1	21
> COc1ccc(C2/C(=C(/O)c3ccc(F)cc3)C(=O)C(=O)N2c2ccccn2)cc1OC (stereo not drawn)
→ 3	5	96	2	-0.3	-5	-0.1	1	-5
> CC(C)(C)C1CCc2c(sc(N)c2C(N)=O)C1 (stereo not drawn)
→ -6	-11	111	9	2.1	-9	0.4	5	-1
> Cc1ccccc1C1CCCN(C(=O)c2cc(COc3c(F)cccc3F)on2)C1 (stereo not drawn)
→ -9	-2	105	3	0.8	7	0.1	-5	6
> O=C(CC(c1ccccc1)C1CCCCC1=O)c1ccco1 (stereo not drawn)
→ 19	-1	108	4	0.4	0	0.0	0	10
> CCN(CC)c1ccc(/C=C(\C#N)C(=O)NCc2ccccc2)cc1
→ 1	-11	129	-3	-3.3	-42	-0.1	2	-6
> Cc1cc(OCC(=O)N(C)Cc2ccccc2)ccc1Cl
→ 11	11	96	3	0.3	0	0.1	2	18
> COCCNC(=O)c1cc(-c2ccccc2OC)on1
→ 1	-3	84	2	-0.1	6	0.0	0	7
> CCCCNC(=S)NNC(=O)c1c(Cl)c(C)nn1C
→ 8	5	95	8	-0.9	2	0.0	1	-9
> CCCCC(CC)CNC(=O)Cn1c(=S)[nH]c2ncccc2c1=O (stereo not drawn)
→ 11	4	78	1	-1.6	2	0.0	-1	-11
> CCOc1ccccc1C(=O)NCC(=O)OCC(=O)N1C(C)CCCC1C (stereo not drawn)
→ 5	-13	91	-2	-1.0	4	-0.1	-1	11
> O=C(NCC(c1cccs1)N1CCOCC1)c1ccc(Cl)c([N+](=O)[O-])c1 (stereo not drawn)
→ 1	6	93	0	-1.8	9	0.0	-1	-15
> CCOC(=O)CNc1c(-c2ccc(OC)cc2)nc2ccc(Cl)cn12
→ -9	18	107	16	-11	37*	-0.1	-1	8
> O=C(NCCN1CCOCC1)N1c2ccccc2Sc2ccccc21
→ 0	5	90	8	0.6	3	0.0	2	-1
> CC1CN(C(=O)Nc2ccc(F)cc2)C2(CCCCCC2)O1 (stereo not drawn)
→ 7	7	91	2	3.4	5	0.0	1	-8
> CC(C)NC(=O)CSc1nnc2sc3ccccc3n12
→ 6	8	106	1	-1.0	6	-0.2	2	4
> CC12CCCCC1(O)[N+](=O)C1=C(CCCC1)N2[O-] (stereo not drawn)
→ -10	15	109	6	-9.4	3	0.2	2	-21
> CCN1CCN=C1Nc1ccccc1
→ 0	-6	99	-2	.	6	-0.1	4	0
> CCCCCCCCCNC(=O)[C@H](NC(=O)COc1ccccc1)[C@@H]1NC(C(=O)OC)C(C)(C)S1 (stereo partly drawn)
→ -8	2	.	6	1.0	7	.	-5	7
> Cc1cccc(CN2CCc3c([nH]c4ccccc34)C2C(C)(C)C)n1 (stereo not drawn)
→ -8	12	103	9	-4.1	11	0.1	-1	4
> CC(NC(=S)Nc1ccccc1)C(c1cccs1)N1CCOCC1 (stereo not drawn)
→ 1	2	109	5	.	-9	-0.1	3	6
> COC(=O)CSc1nnc(CCc2ccccc2)n1C
→ -1	-6	98	-1	1.9	-1	0.2	1	-25
> O=C(Nc1nnc(C2CCCC2)s1)C1CCN(S(=O)(=O)c2ccc(Cl)cc2)CC1
→ 7	2	86	-1	2.7	-2	0.1	-5	8
> COC(=O)C1=C(C)NC(=S)NC1c1ccc(OC(=O)c2ccco2)cc1 (stereo not drawn)
→ 0	5	96	1	3.2	-8	-0.1	3	14
> CCOC(=O)N1CCN(C(=O)CCc2nc3sc4c(c3c(=O)[nH]2)CCCC4)CC1
→ -8	-1	99	5	-0.3	-6	0.2	-4	3
> CC1(C)CC(NS(=O)(=O)OCC(Cl)(Cl)Cl)c2cc(C#N)ccc2O1 (stereo not drawn)
→ 0	-4	107	-3	2.9	0	0.3	-7	-12
> Cc1ccccc1N=CC=C1OC(C)(C)C(C)(C)O1
→ 2	-6	96	2	2.7	-7	0.0	0	8
> O=C(CN1C(=O)C2C3c4ccccc4C(c4ccccc43)C2C1=O)N1CCOCC1 (stereo not drawn)
→ 18	2	84	5	0.3	4	0.0	3	-7
> Cc1ccc(-c2cc(-c3ccccc3)nc(Cl)n2)cc1
→ 5	2	97	7	-0.5	6	-0.1	-4	2
> COc1ccccc1NC(=S)N1CCNC(=O)C1CC(=O)Nc1cccc(C)c1 (stereo not drawn)
→ 7	8	99	9	-1.8	-7	-0.1	2	3
> CN(Cc1cn(C)c2ccccc12)C(=S)Nc1cc(F)cc(F)c1
→ 4	7	111	3	-0.4	-3	0.1	3	-9
> CC(=O)C1=C(O)C(=O)N(c2ccc(Br)cc2)C1c1ccc(Br)cc1 (stereo not drawn)
→ 4	-2	95	2	-0.7	6	-0.1	-1	-3
> CC(=O)Nc1nc2ccc(C(=O)NC3CCCCC3)cc2s1
→ -2	-4	100	1	1.4	1	0.0	0	-12

At a glance, some entries already given:
Each structure is followed by: EBNA-1 inhibitor	MCL1 BIM primary	CR mimetic SO	BCLXL inh	MEX-5 binding	GLD-1 RNA inh	Efflux pump mplx	Fam108B counter	ZTA DNA inh
> COC(=O)C1=C(C)NC(=S)NC1c1ccc(OC(=O)c2ccco2)cc1 (stereo not drawn)
→ 0	5	96	1	3.2	-8	-0.1	3	14
> CCOC(=O)N1CCN(C(=O)CCc2nc3sc4c(c3c(=O)[nH]2)CCCC4)CC1
→ -8	-1	99	5	-0.3	-6	0.2	-4	3

(more compounds)
Each structure is followed by: EBNA-1 inhibitor	MCL1 BIM primary	CR mimetic SO	BCLXL inh	MEX-5 binding	GLD-1 RNA inh	Efflux pump mplx	Fam108B counter	ZTA DNA inh
> O=C(c1ccc(Cn2cc(Cl)c([N+](=O)[O-])n2)cc1)N1CCN(Cc2ccccc2)CC1
→ 5	5	119	10	1.5	-6	-0.1	-1	-5
> O=C1NC(=S)SC1=C1CCCC1
→ 8	44*	90	12	4.0	-7	-0.1	2	-5
> COCCn1nnnc1C(c1cc2cc(OC)c(OC)cc2[nH]c1=O)N1CCN(c2ccc(O)cc2)CC1 (stereo not drawn)
→ -1	20	110	23	-1.0	3	-0.2	5	-5
> Cc1cc(C)cc(OC2CCCCC2NS(=O)(=O)c2ccccc2)c1 (stereo not drawn)
→ 2	-3	105	4	-1.4	6	0.0	1	-8
> O=C(c1cccc(F)c1)N1CCN(S(=O)(=O)c2ccc(C(F)(F)F)cc2)CC1
→ 12	6	105	1	-0.7	5	0.2	0	-3
> COc1ccc2ccccc2c1/C=N/NC(=O)c1cccc(C)c1
→ -24	2	104	1	-1.3	8	0.3	-7	-25
> Cc1cc(Br)ccc1OCC(=O)NNC(=O)CCc1ccccc1
→ 7	2	120	-1	0.2	1	0.0	-23	7
> COc1cccc(NC(=O)c2nn(C34CC5CC(CC(C5)C3)C4)cc2[N+](=O)[O-])c1
→ -10	6	98	1	0.6	7	0.1	-4	-1
> Cc1nc2nc(C)c(CCC(=O)NCCC3=CCCCC3)c(C)n2n1
→ 4	3	96	1	1.9	15	0.0	1	4
> Cc1cc(=O)n(-c2ccc(O)cc2)[nH]1
→ -12	1	108	1	0.7	9	0.2	2	-11
> CN1CCN(CCCNC(=O)Nc2ccc([N+](=O)[O-])cc2)CC1
→ -9	1	99	13	1.8	0	0.0	2	-5
> CCC(=O)c1ccc(OCC(O)Cn2nc(C)cc2C)cc1 (stereo not drawn)
→ 11	-4	89	5	-4.2	-4	0.4	5	8
> COc1ccc(Cl)cc1-c1nc(-c2ccncc2)no1
→ 1	9	104	12	-3.7	7	0.1	0	-8
> COc1ccc(C2Nc3ccccc3C(=O)N2Cc2ccccc2)cc1COc1ccccn1 (stereo not drawn)
→ 0	6	90	4	-0.4	6	0.3	1	-2
> O=[N+]([O-])c1cccnc1S(=O)(=O)c1ccccc1
→ 0	0	105	0	-2.6	4	-0.4	3	-4
> Cc1cc(NC(=O)c2noc3c2CCCCC3)no1
→ 5	5	125	3	-1.0	3	0.0	-4	-4
> COc1ccc(CCNC(=O)C2CC(c3cc(C(F)(F)F)cc(C(F)(F)F)c3)=NO2)cc1 (stereo not drawn)
→ -3	3	95	3	-4.2	11	0.1	4	20
> CCOC(=O)C(NS(=O)(=O)c1ccc(Br)cc1)C(C)C (stereo not drawn)
→ 10	1	87	0	0.2	5	-0.1	-5	-3
> Cc1ccccc1Oc1nc(-c2ccccn2)nc2ccccc12
→ -4	2	88	3	-14	0	0.1	-1	-14
> CCN(C(=O)COC(=O)c1cc(Cl)ccc1OC)c1c(N)n(Cc2ccccc2)c(=O)[nH]c1=O
→ .	9	104	7	.	4	0.4	.	0

Source: PubChem (several laboratories)
